Bioassay records from PubChem.
Myeloid diff 2: induction of myeloid progenitor differentiation, primary screen, cell-based, flow cytometry, MLPCN library; ER-HoxA9 myeloid progenitors, lysozyme-GFP differentiation; AID 624256, 2012; hit rate 1% among 360,000; calls only at 10 µM;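 active means normalized GFP-positive differentiation at or above the plate's own cutoff, the solvent-only control mean plus 3 SD; inconclusive means no clear call, values can overlap the other calls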;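 further: cells exposed to compound for four days before flow analysis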
Myeloid diff 2 GFP+ MAC1+ %: second read-out of Myeloid diff 2, no call of its own (marks repeat the call); GFP+ MAC1+ double positive, %; measured here: differentiation confirmed by MAC1 staining
* = called active by the depositor; i = inactive; ? = inconclusive; · = not tested or not shown; + = active, no number.

SMILES	Myeloid diff 2	Myeloid diff 2 GFP+ MAC1+ %
CCCCCCN1C[C@H](O)[C@@H](n2cc(-c3ccc(F)cc3)nn2)C[C@@H]1c1ccc(Cl)cc1	i	1.2
CC(=O)Nc1ccc2c(c1Br)Cc1ccccc1-2	i	0.9
CC(C)c1ccc(S(=O)(=O)N2CCC(C(=O)N3CCN(c4cccc(Cl)c4)CC3)CC2)cc1	i	1.5
COc1ccc(-c2ccc3c(c2)S(=O)(=O)c2cccc(C(=O)N4CCN(c5ccccn5)CC4)c2C3=O)cc1OC	i	0.3
Cc1ccc(NC(=O)COC(=O)CCc2c[nH]c3ccccc23)c(C)c1	i	0.7
CCOc1ccccc1Nc1nc(N)nc(Cl)c1CC	i	0.6
CCCCNC(=O)C[C@@H]1C[C@@]2(C(=O)OCC)CCC=C2N(Cc2cccc3ccccc23)C1=O	i	0.6
CC1(c2ccccc2)NC(=O)N(CC(=O)Nc2cccc(/C=C/c3ccccn3)c2)C1=O (stereo not given)	i	1.8
C/C=C/C(=O)N[C@@H]1c2ccccc2CC[C@@H]1OCc1ccccc1	i	0.3
CC[C@H]1c2[nH]c3ccccc3c2C[C@H]2C(=O)N(c3ccc(F)cc3)C(=O)N21	i	1.8
CCOC(=O)c1c(NS(=O)(=O)c2ccc(Br)cc2)sc2c1CCC2	i	1.6
CC1CCN(C(=O)c2[nH]cnc2C(=O)Nc2ccccc2F)CC1	i	0.4
CN(C)CCNC(=O)c1cccc(-c2cnc3c(NC=O)cc(-c4cccc(C(F)(F)F)c4)cn23)c1	i	2.2
Nc1nc(SCc2ccccc2)c2ncn(C3CCCO3)c2n1 (stereo not given)	i	5.7
O=C(O)C(Oc1ccc(Cl)cc1)c1ccc(Cl)cc1 (stereo not given)	i	2.0
COC(=O)[C@]1(C)N[C@H](c2ccc(-c3ccc(OC)cc3)cc2)[C@@H]2C(=O)N(C)C(=O)[C@@H]21	i	2.5
CCC(CC)CN1CCC(CN2C(=S)NC[C@@H]2CC(C)C)CC1	i	2.2
CCSc1ccc(-c2cc(NC=O)c3ncc(-c4cc(OC)c(OC)c(OC)c4)n3c2)cc1	i	3.0
CCN(Cc1ccc(OC)c(F)c1)C(C)C(=O)Nc1ccc(S(=O)(=O)N2CCCC2)cc1 (stereo not given)	i	0.5
C=CC[C@@H](CC(=O)N[C@H](CO)Cc1ccccc1)C(=O)N[C@@H](COC(=O)[C@@H](CC=C)CC(=O)OC(C)(C)C)Cc1ccccc1	i	0.7
Cc1cccc(OCCC(=O)Nc2ccc(N3CCOCC3)cc2N2CCOCC2)c1	i	0.9
O=C(COc1cccc2c1CCNC2=O)NC1CCCCC1	i	0.2
COc1ccc([C@H]2CC(=O)C=C(c3ccc(C(=O)O)cc3)C2)cc1OC	i	0.6
CC1CCC(NC(=O)N(CCCl)N=O)CC1 (stereo not given)	i	1.9
O=C1CC[C@@H](C(=O)O)N1	i	1.3
O=C(NCC(=O)N1CCCC(C(F)(F)F)C1)c1ccccc1F (stereo not given)	i	1.5
CSc1oc(-c2ccccc2)nc1C(N)=O	i	8.7
Cc1cc(C)n2c(NC3CCCC3)c(-c3ccc(F)cc3)nc2n1	i	1.4
CCN(C[C@H]1N[C@@](CC)(C(=O)OC)[C@H]2C(=O)N(C)C(=O)[C@@H]12)S(=O)(=O)c1ccc(C(C)(C)C)cc1	i	2.1
Cc1ccc(N(CCC#N)C(=O)COC(=O)c2ccccc2SCC(=O)N2CCCC2)cc1	i	0.7
Cc1ccc(C(=O)N(CCc2ccccc2)Cc2ccccc2)cc1S(=O)(=O)N1CCCCC1	i	0.5
COc1cc(CN2C[C@@H](CO)O[C@@H](n3cnc4c(NC(C)C)ncnc43)C2)cc(OC)c1OC	i	2.1
C[C@@H]1CN([C@H](C)CO)C(=O)CCCn2nncc2CO[C@H]1CN(C)Cc1ccccc1C(=O)O	i	0.7
O=C1CCC(C(=O)OCC(=O)Nc2ccc(OC(F)F)cc2)=NN1	i	0.8
C=CCC[C@H](Cc1ccc(F)cc1)C(=O)OC[C@@H](NC(=O)[C@H](CC=C)CC(=O)NCCO)C(C)(C)C	i	2.0
CCCc1cc(=O)[nH]c(SCC(=O)Nc2cccc(S(=O)(=O)N3CCOCC3)c2)n1	i	0.1
O=C(NCCCN1CCOCC1)C1CCN(S(=O)(=O)c2cccc(C(F)(F)F)c2)CC1	i	1.1
CCN(CC)C(=O)c1[nH]cnc1C(=O)Nc1ccccc1F	i	0.2
CC(=O)c1ccc(Cc2ccc(C(C)=O)s2)s1	i	0.6
CC(=O)c1c(C)[nH]c(C(=O)OCC(=O)Nc2nnc(-c3ccccc3)o2)c1C	i	0.6
C=CCC[C@H](Cc1ccc(F)cc1)C(=O)OC[C@@H]1CCCN1C(=O)[C@@H](CC=C)CC(=O)NCCO	i	0.9
CN1C[C@@H]2[C@@H]3C(=O)N(Cc4ccccc4)C(=O)[C@@H]3[C@](Cc3ccccc3)(C1=O)N2C(=O)c1ccc(C(F)(F)F)cc1	i	0.5
Cc1cn([C@H]2C[C@H](O)[C@@H](CNCc3cccn3-c3nccs3)O2)c(=O)[nH]c1=O	i	0.9
CC(OC(=O)/C=C/c1ccccc1)C(=O)NC1CCCCC1C (stereo not given)	i	0.7
CC(C)(C)OC(=O)N1CCCC(C(=O)Nc2ccc(C(=O)N3CCCC3)cc2)C1 (stereo not given)	i	2.0
CN(CC(=O)Nc1ccccc1Br)C(=O)c1ccccc1Cc1ccccc1	?	·
CC(C)(C)c1ccc(CC(=O)N2CCC2(C)C(=O)Nc2cccc3ccccc23)cc1 (stereo not given)	i	0.5
CC(C)(C)NC(=O)C(c1ccc(C(F)(F)F)cc1)n1c(=O)c(-c2ccco2)nc2ccccc21 (stereo not given)	i	5.4
CC(C)C(=O)C1=Cc2cccc([N+](=O)[O-])c2OC1N1CCOCC1 (stereo not given)	i	1.1
COc1cc(CC(=O)N2c3ccccc3N=C(c3ccccc3)C2C(=O)NCc2ccccc2)cc(OC)c1 (stereo not given)	i	4.0
O=C(Nc1ccccc1)c1nc[nH]c1C(=O)NCCCCNC(=O)c1[nH]cnc1C(=O)Nc1ccccc1	i	2.1
CCc1ccc(Nc2nnc(SC(C)C(=O)NC3CC3)s2)cc1 (stereo not given)	i	0.3
COc1ccc(S(=O)(=O)Nc2cc(Cl)ccc2-n2cncn2)cc1	i	1.5
COc1ccc(N2CCN(C(=O)/C=C/[C@H]3O[C@@H](n4ccc(=O)[nH]c4=O)[C@H](O)[C@@H]3O)CC2)cc1	i	2.0
CC(C)CCN(C(=O)CCSc1ccc(F)cc1)c1c(N)n(Cc2ccccc2)c(=O)[nH]c1=O	i	0.6
COCCNC(=O)C1CCCN(C(=O)c2sc(-c3ccccc3)nc2C)CC1 (stereo not given)	i	1.0
CCOc1ccc(-c2cc(C(=O)Nc3ccc(C)c(NS(C)(=O)=O)c3)[nH]n2)c(C)c1	i	1.1
COC(=O)C1=COC(OC2OC(CO)C(O)C(O)C2O)C2C(C)CC(=O)C12 (stereo not given)	i	2.4
O=C(NCCS(=O)(=O)N1CCC2(CC1)OCCO2)c1ccccc1	i	0.6
O=C(Cn1c(=O)cnc2ccccc21)NC1CCC(O)CC1 (stereo not given)	i	0.6
Next part.
SMILES	Myeloid diff 2	Myeloid diff 2 GFP+ MAC1+ %
O=C(O)c1cc2cc(Cl)ccc2[nH]1	i	1.2
COC(=O)C1=C(C(=O)OC)[C@@H]2Nc3ccccc3[C@@]23C[C@@H](C(=O)OC)N(C(=O)c2ccco2)C3=N1	i	1.4
c1ccc(-c2csc(Nc3ccc4c(c3)OCO4)n2)cc1	i	1.9
CCOC(=O)c1ccc(NC(=S)NCc2ccc(F)cc2)cc1	i	0.7
Cc1ccc(NC(=O)C(c2ccccc2)N2CCN(CC(=O)N3CCOCC3)CC2)cc1 (stereo not given)	i	0.8
CC(=O)N1CCOc2ccc(S(=O)(=O)N3CCC(C(=O)NCc4ccc(Cl)cc4)CC3)cc21	i	1.5
CC1(C)CC(=O)C=C(c2cccc(OC(=O)c3ccc(-c4ccccc4)cc3)c2)C1=O	i	1.0
Cc1cc(F)ccc1C(O)c1ncc(-c2ccccc2F)[nH]1 (stereo not given)	i	0.9
O=C(Cc1csc(NC(=O)Nc2ccc(Cl)cc2)n1)NC1CCCC1	i	1.0
CC1=Nc2ccccc2/C1=C/c1c(C)[nH]c2ccccc12	+	5.4*
CCOC(=O)c1cc(NC(=O)c2cccnc2)ccn1	i	0.8
COc1ccccc1NC(=O)C(C)Sc1nccn1C (stereo not given)	i	1.3
COCCCN(C(=O)CCSc1ccc(F)cc1)c1c(N)n(Cc2ccccc2)c(=O)[nH]c1=O	i	0.5
CCCOc1ccc(F)cc1-c1cc(C(=O)NCc2ccc(F)cc2)[nH]n1	i	1.0
O=C(NCCC1CCCCN1S(=O)(=O)c1ccccc1)C(=O)Nc1ccc(F)cc1F (stereo not given)	i	1.0
OC[C@@H]1CN(Cc2ccc3c(c2)OCO3)C[C@H](n2cnc3c(NC4CCCC4)ncnc32)O1	i	0.7
CCN(CC)CCCn1c2c(c(SCC(=O)Nc3cc(C)cc(C)c3)nc1=O)CCC2	i	0.5
COc1ccc(C(=O)NC(C(=O)NCC2(N3CCCCC3)CCCCC2)C(C)C)cc1 (stereo not given)	i	0.4
CC(OC(=O)c1nc(Cl)ccc1Cl)C(=O)Nc1ccc2c(c1)OCCO2 (stereo not given)	i	0.7
CCOCCC(=O)Nc1ccc2c(c1)c(=O)n(C)n2-c1ccc2ccccc2c1	?	·
O=C(NC1CCCCC1)C1c2ccccc2OCC(=O)N1Cc1ccccn1 (stereo not given)	i	1.1
COc1cc([C@@H]2c3cc4c(cc3[C@@H](O[C@@H]3O[C@@H]5CO[C@@H](C)O[C@H]5[C@H](O)[C@H]3O)[C@H]3COC(=O)[C@H]23)OCO4)cc(OC)c1O	?	·
CC1(C)C=Cc2cc(-c3coc4cc(O)cc(O)c4c3=O)cc(O)c2O1	i	2.1
C[C@H](CO)N1C[C@H](C)[C@@H](CN(C)Cc2ccc(C(=O)O)cc2)Oc2ncc(-c3ccc(C(=O)N(C)C)cc3)cc2C1=O	i	0.2
Clc1cccc(CN2CCC3CC2c2cc(N4CCCCC4)ccc23)c1 (stereo not given)	i	0.2
COc1ccc(NS(=O)(=O)c2ccc(C)c(C(=O)OC(C)C(=O)N3CCOCC3)c2)cc1 (stereo not given)	i	0.2
Cc1ccc([C@H]2C[C@H](n3cc(C4CC4)nn3)[C@@H](O)CN2CC2CCCCC2)cc1	i	0.3
CCOc1ccc(C(=O)OCC(=O)NCc2ccccc2)cc1OCC	i	0.4
CC12CCC(O)CC1=CCC1C2CCC2(C)C3=NN=CC3CC12 (stereo not given)	i	0.9
CC(=O)c1cc(Cl)ccc1OCc1cccc(S(=O)(=O)N2CCOCC2)c1	i	0.4
CCn1c(Cc2ccccc2)nnc1SC(C)C(=O)NC1CC1 (stereo not given)	i	1.5
COc1ccccc1NS(=O)(=O)c1cc(NC(=O)C2CCCO2)ccc1C (stereo not given)	i	0.2
COc1ccc(C(CNC(=O)C(C)(C)Oc2ccc(Cl)cc2)N2CCOCC2)cc1 (stereo not given)	i	0.9
COC(=O)c1ccc2nc(C3CCCCC3)c(Cc3cccc(Cl)c3)n2c1	i	0.8
COc1ccc(NC(=O)Nc2ccc3c(c2)CC(=O)N([C@H](C)CO)C[C@@H](C)[C@H](CN(C)C(=O)Nc2ccccc2)O3)cc1	i	0.5
CCOC(=O)C1CCN(C(=O)COC(=O)CNC(=O)c2ccc(C(C)(C)C)cc2)CC1	?	·
CC(C)CCNC(=O)c1c(CSc2ccc(Cl)cc2)noc1C(=O)NCc1ccccc1	i	1.7
CCCc1c(-c2cccc(Cl)c2)ncn1Cc1cccc(-c2ccccc2)c1	i	3.9
COc1ccc(-c2c(-c3ccccc3OC)oc3ccccc23)cc1F	i	0.8
CCCCCCn1cc(CN(C)C2CN(Cc3cn(CCCCCC)nn3)S(=O)(=O)C2)nn1 (stereo not given)	i	1.8
CN(CC(=O)Nc1ccccc1C(F)(F)F)C(=O)C1CC1	i	1.6
CCC(CO)Oc1cc(NC(=O)c2ccccc2[N+](=O)[O-])c2ncn(C(C)C)c2c1 (stereo not given)	i	1.1
Cc1ccc(NC(=O)CN(C)C(=O)Cn2nnc(-c3ccccc3C)n2)cc1	i	1.1
Nc1nnnn1/N=C/c1cc(Br)ccc1O	i	0.6

By substructure, the compounds so far with an aryl thioether with sulfur outside any ring
SMILES	Myeloid diff 2	Myeloid diff 2 GFP+ MAC1+ %
Nc1nc(SCc2ccccc2)c2ncn(C3CCCO3)c2n1 (stereo not given)	i	5.7
CCSc1ccc(-c2cc(NC=O)c3ncc(-c4cc(OC)c(OC)c(OC)c4)n3c2)cc1	i	3.0
CSc1oc(-c2ccccc2)nc1C(N)=O	i	8.7
Cc1ccc(N(CCC#N)C(=O)COC(=O)c2ccccc2SCC(=O)N2CCCC2)cc1	i	0.7
CCCc1cc(=O)[nH]c(SCC(=O)Nc2cccc(S(=O)(=O)N3CCOCC3)c2)n1	i	0.1
CCc1ccc(Nc2nnc(SC(C)C(=O)NC3CC3)s2)cc1 (stereo not given)	i	0.3
CC(C)CCN(C(=O)CCSc1ccc(F)cc1)c1c(N)n(Cc2ccccc2)c(=O)[nH]c1=O	i	0.6
COc1ccccc1NC(=O)C(C)Sc1nccn1C (stereo not given)	i	1.3
COCCCN(C(=O)CCSc1ccc(F)cc1)c1c(N)n(Cc2ccccc2)c(=O)[nH]c1=O	i	0.5
CCN(CC)CCCn1c2c(c(SCC(=O)Nc3cc(C)cc(C)c3)nc1=O)CCC2	i	0.5
CCn1c(Cc2ccccc2)nnc1SC(C)C(=O)NC1CC1 (stereo not given)	i	1.5
CC(C)CCNC(=O)c1c(CSc2ccc(Cl)cc2)noc1C(=O)NCc1ccccc1	i	1.7

A portion of the library; count on the stated rates, not on these rows.
